# Compound activity from PubChem BioAssay.
# RSV CPE inhibition: inhibition of RSV-induced cytopathic effect – HEp-2 cells, primary 10 µM value included (AID 2391) | HEp-2 cells, RSV-induced CPE inhibition; higher % means a stronger effect | CPE inhibition, % at 10 µM, or IC50 in µM where a hit was titrated | 310,000 tested, 0.13% active; in the data active = a potency from the dose series; inconclusive = CPE inhibition mostly from about 23% at the one dose, without a potency; inactive = the rest, 99 in 100 with CPE inhibition below about 21%; note: strong numbers were not always called active
# TNAP activation fold: stimulation of alkaline phosphatase TNAP activity – biochemical, luminescent, no phosphate acceptor, uHTS, primary screen (AID 1001); purified TNAP, luminescent activation assay, no phosphate acceptor; higher activation fold means a stronger effect; one-dose activation fold at 20 µM; EC50 in µM for titrated hits; 200,000 tested, 0.03% active; in the data active = activation fold from about 3, or a potency from the dose series; inactive = the rest, 99 in 100 with activation fold below about 1.6; note: many of its hits are not listed in these tables
# Myeloid diff 2: compounds promoting myeloid differentiation; ER-HoxA9 myeloid progenitors, lysozyme-GFP differentiation, flow cytometry; calls only at 10 µM; 360,000 tested, 1% active; AID 624256;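 active = normalized GFP-positive differentiation at or above the plate's own cutoff, the solvent-only control mean plus 3 SD; inconclusive = no clear call, values can overlap the other calls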;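 note: cells exposed to compound for four days before flow analysis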
# NTR1 ag: NTR1-driven beta-arrestin-GFP spot formation – imaging, U2OS cells, high content, primary screen (AID 493036); activation, % at 20 µM; 330,000 tested, 0.17% active; P30989; agonist mode;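 active = activation at or above 40% of the spot to cytoplasm intensity ratio, with at least 20 cells analyzed; inconclusive = wells under 20 cells, flagged as cytotoxic or low count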;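 note: 0% = DMSO without peptide and 100% = 100 nM NTR1 peptide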
# Target sequence (P30989 whole entry, looked up): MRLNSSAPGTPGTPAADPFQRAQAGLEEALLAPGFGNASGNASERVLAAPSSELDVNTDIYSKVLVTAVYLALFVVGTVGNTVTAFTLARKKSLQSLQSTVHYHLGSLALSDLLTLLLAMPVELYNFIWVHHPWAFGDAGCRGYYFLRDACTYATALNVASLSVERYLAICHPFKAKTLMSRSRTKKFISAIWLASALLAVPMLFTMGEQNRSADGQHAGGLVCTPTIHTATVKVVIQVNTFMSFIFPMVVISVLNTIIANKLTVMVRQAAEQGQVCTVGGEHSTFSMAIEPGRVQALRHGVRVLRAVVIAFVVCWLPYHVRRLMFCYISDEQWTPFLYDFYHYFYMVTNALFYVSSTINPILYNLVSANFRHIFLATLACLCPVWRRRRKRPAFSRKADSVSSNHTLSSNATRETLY
# Rac1 GTP hydrolysis: MgcRacGAP GTPase-activating activity inhibitors, confirmation, biochemical, ADP Hunter fluorescence; MgcRacGAP-stimulated Rac1 GTP hydrolysis, ADP Hunter fluorescence; higher % means a stronger effect; GST-tagged Rac1 F28L mutant substrate; one-dose inhibition, % at 30 µM; IC50 in µM for titrated hits; 340,000 tested, 0.6% active; AID 624330;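 active = first-screen hits whose inhibition reached a set limit at any dose in the follow-up dose series; inconclusive = inhibition above the set first-screen limit but never retested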;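 note: fluorescence reports GDP produced by GAP-driven GTP hydrolysis; strong numbers were not always called active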
# SV40 large T antigen: SV40 large T antigen inhibitors, biochemical (AID 1903); SV40 large T antigen ATPase/helicase inhibition assay; higher % means a stronger effect; 310,000 tested, 0.39% active; inhibition, % at 20 µM; hits with a dose series show IC50 in µM; in the data active = a potency from the dose series; inconclusive = inhibition mostly from about 32% at the one dose, without a potency; inactive = the rest, 99 in 100 with inhibition below about 32%; note: strong numbers were not always called active
# K1F lysis inhibition: inhibition of K1F phage lysis, E. coli UTI89, bacterial capsule biogenesis inhibitors, alamar blue (AID 488966); E. coli UTI89 K1F phage lysis, alamar blue, 2 h; higher % means a stronger effect; one-dose inhibition, % at 100 µM; IC50 in µM for titrated hits; 340,000 tested, 0.02% active;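 active = phage lysis inhibition, versus mean bacterial control, above a set limit; inconclusive = no clear call, values can overlap the other calls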;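 note: capsule biogenesis inhibitors block K1F phage lysis so surviving cells raise fluorescence; higher fluorescence means more inhibition of phage lysis; actives were called in the ten point dose series up to 300 µM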
# T cell modulator: T cell immune modulators affecting CD8 T cell-vesicle binding; 2C CD8+ T cell-vesicle binding, flow cytometry; stronger effect = lower value; calls only at 7 µM; 330,000 tested, 0.068% active; AID 2052;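 active = response, share of CD8 T cells binding vesicles, and their 90th percentile fluorescence all below set limits, cut at about 80% in these data, passing the limit was not always enough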
#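 Read-out – percent CD8+ FL2 mean versus row control · System – murine 2C transgenic CD8+ T lymphocytes · Times – 1.5 h cell–vesicle binding at 37 °C, then 20 min icy labelling · Control set – naked vesicles low, QL9 vesicles with vehicle high · Detection – cytometric PE anti-B7-1 and Alexa647 anti-CD8 signals after 1% paraformaldehyde fixation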
# Salmonella PhoP GFP: inhibitors of PhoP regulon expression, primary screen, Salmonella Typhimurium, GFP reporter (AID 1863). S. Typhimurium PhoP-regulated promoter GFP reporter, 4 h; higher % means a stronger effect. inhibition, % at 50 µM; hits with a dose series show IC50 in µM. 300,000 tested, 0.16% active;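 active = inhibition over 29.93%, a cutoff 3 SD above the screen mean, later confirmed by dose response; inconclusive = inhibition over 29.93% but no dose response follow-up; inactive = inhibition at most 29.93% or unconfirmed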;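 note: 0% = low Mg2+ inducing control and 100% = high Mg2+ repressing control; strong numbers were not always called active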
# T cell modulator vesicle-bound %: recorded beside T cell modulator, whose call it bears; double positive events, %; measured here: CD8+ vesicle-bound cell fraction;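 binding gate set so that unloaded-vesicle control wells show 10% double positive cells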
# NTR1 ag cell count 20 µM: recorded beside NTR1 ag, whose call it bears; cell count; measured here: cell count, cytotoxicity flag
# Myeloid diff 2 GFP+ MAC1+ %: second read-out of Myeloid diff 2, no call of its own (marks repeat the call); GFP+ MAC1+ double positive, %; measured here: differentiation confirmed by MAC1 staining
# Numbers without * were called inactive; i = inactive; ? = inconclusive; · = no result given; + = active, no number; & = joins results of further samples; [ ] = dose if it differs, or a comment.
Molecule	RSV CPE inhibition	TNAP activation fold	Myeloid diff 2	Myeloid diff 2 GFP+ MAC1+ %	NTR1 ag	NTR1 ag cell count 20 µM	Rac1 GTP hydrolysis	SV40 large T antigen	K1F lysis inhibition	T cell modulator	T cell modulator vesicle-bound %	Salmonella PhoP GFP
O=C(Cc1ccsc1)Nc1ccc2c(c1)OCO2	-0.2%	·	i	0.9	0.2	51	5%	·	0.5%[50 µM]	i	16	·
Cc1cc(C)nc(SCC(=O)OC(C)C(=O)Nc2ccccc2)n1 (centres undefined)	3.4%	·	i	6.0	0.7	50	5%	3%	-0.2%	i	67	0%
CCCCN(CC)CCNC(=O)C1c2cc(OC)c(OC)cc2C(=O)N2CCc3ccccc3C12 (centres undefined)	2.1%	1.5	i	1.1	-1.5	53	2%	8%	0.0%	i	68	3%
Oc1ccc(Nc2nc(-c3ccc4ccccc4c3)cs2)cc1	-3.2%	1.1	·	·	10	84	18%	36%	10%	i	5	23%
COc1ccccc1N1CCN(C(=O)c2cc3c(s2)CCC3)CC1	3.5%	1.1	i	1.2	1.2	41	15%	5%	0.3%	i	57	-9%
O=C(NCCCc1ccccc1)C(=O)c1c[nH]c2ccccc12	2.4%	·	i	2.1	1.0	61	6%	6%	1.4%	i	25	10%
O=C(CCCn1c(=O)oc2ccccc21)NC1CCCCCC1	1.6%	1	·	·	0.4	50	·	1%	·	i	28	-6%
NC(=O)c1ccc(C(=O)c2ccc([N+](=O)[O-])cc2)cc1	1.0%	1.2	i	0.6	4.1	55	5%	4%	-4.8%	i	44	-6%
CCn1cc(/C=C(\NC(=O)c2ccccc2)C(=O)N2CCOCC2)c2ccccc21	·	·	i	1.8	-0.5	77	10%	·	0.0%	·	·	·
CCOC(=O)C1CCCN(S(=O)(=O)c2ccc3c(c2)N(C)C(=O)CC(=O)N3C)C1 (centres undefined)	3.5%	·	+	8.1*	0.0	55	4%	-1%	0.1%	i	19	0%
O=c1c2[nH]c3ccccc3c2ncn1C1CCCCC1	2.6%	1.1	i	0.5	1.3	109	10%	1%	0.0%	i	38	0%
C/C=C(\C)C(=O)OC1CC(C)(C)C[C@H]2C3=CC[C@@H]4[C@@]5(C)CCC(O[C@@H]6O[C@@H](C(=O)O)[C@@H](O)C(O[C@@H]7OC[C@H](O)[C@@H](O)[C@@H]7O[C@@H]7OC(CO)C(O)[C@@H](O)[C@@H]7O)C6O[C@@H]6OC(CO)C(O)C(O)C6O)[C@@](C)(CO)[C@@H]5CC[C@]4(C)[C@]3(C)CC(O)[C@@]12CO (some centres undefined)	·	·	i	1.4	0.0	49	-1%	·	-1.1%	i	30	·
Cc1cccc(C)c1NC(=O)N1CCC(N2CCCCC2)CC1	-0.7%	1	i	1.1	0.3	42	12%	2%	0.2%	i	12	4%
CC(=O)C1=C(O)C(=O)N(Cc2ccccc2)C1c1cccs1 (centres undefined)	0.8%	1.2	i	0.4	-2.8	83	5%	12%	1.1%	i	51	2%
Cc1cc(C)nc(NC(=O)CSc2nc3ccccc3s2)n1	0.5%	1	i	0.5	-0.3	56	10%	2%	5.7%	i	8	4%
Cc1ccc(C(=O)N2CCSC2=S)cc1	-1.0%	1	i	0.3	0.7	37	4%	32%	0.8%	i	26	2%
COc1ccc(NC(=O)Cn2c(=O)oc3cc(Cl)ccc32)c(OC)c1	0.3%	·	i	1.1	0.9	47	2%	9%	0.2%	i	18	-6%
O=C1[C@@H]2[C@H](C(=O)N1O)[C@H]1C=C[C@@H]2C1	3.1%	1.1	i	1.1	2.2	36	5%	9%	0.9%	i	11	-5%
O=C(NNS(=O)(=O)c1ccc([N+](=O)[O-])cc1)c1ccc2ccccc2c1O	2.0%	·	i	2.0	0.0	64	13%	?	0.0%	i	25	-7%
O=C(NNC(=S)Nc1ccc(Cl)c(Cl)c1)c1ccccn1	8.7%	2.4	i	3.3	-0.1	52	15%	13%	0.4%	i	34	4%
O=C(N/N=C/c1cccs1)c1c[nH]c2ccccc12	3.5%	0.9	i	1.8	1.8	66	-7%	-1%	0.4%[50 µM]	i	49	20%
CCOc1ccc(OCC)c(NC(=O)CSc2nc3c(c(=O)n(C)c(=O)n3C)n2CC)c1	2.2%	1	i	5.3	3.5	78	5%	9%	1.6%	·	·	0%
O=C(N/N=C/c1ccc[nH]1)c1ccncc1	0.9%	1	i	0.7	-1.4	99	7%	18%	-0.3%	i	39	-2%
Cc1ccc(S(=O)(=O)N2CCCCCC2)cc1[N+](=O)[O-]	6.3%	0.9	i	1.1	-0.4	52	6%	12%	-1.0%	i	52	-1%
COc1ccc(OC)c(NC(=O)CSc2nc3ccccc3cc2Cc2ccccc2)c1	8.4%	1.1	i	1.7	3.1	52	6%	17%	-1.2%	i	32	-9%
O=C(NS(=O)(=O)Oc1cccc(Cl)c1Cl)OC[C@@H]1CCCN2CCCCC12 (some centres undefined)	2.2%	1	i	0.4	-0.6	91	7%	-3%	0.1%	i	41	-4%
COCCOc1ccc(C(F)(F)F)cc1NC(=O)COC(=O)C12CC3CC(CC(O)(C3)C1)C2	1.3%	·	i	1.1	-0.2	62	7%	27%	0.5%[50 µM]	i	22	-5%
O=C(O)Cc1ccc(NC(=O)Cc2ccc3ccccc3c2)cc1	0.8%	·	i	0.0	1.4	61	11%	11%	0.2%	i	62	-3%
CCc1ccc(NC(=O)CSCCN2C(=O)c3ccccc3C2=O)cc1	2.6%	1.1	i	0.5	6.9	78	11%	5%	0.0%	i	57	3%
O=C(Nc1ccc(N2CCCC2)c(Cl)c1)c1ccc([N+](=O)[O-])cc1	0.6%	1	i	0.4	0.3	92	7%	5%	0.1%	i	41	1%
Cc1ccnc(NS(=O)(=O)c2ccc(NC(=O)CC(C)c3ccccc3)cc2)n1 (centres undefined)	1.8%	·	i	4.1	-2.4	59	-1%	14%	0.2%	i	41	-4%
Nc1ccn([C@@H]2O[C@H](CO)[C@@H](O)C2O)c(=O)n1 (some centres undefined)	-2.1%	1.1	?	·	0.3	65	8%	17%&6%	5.3%	i	19	-1%&-5%
COc1cccc(NC(C)C(=O)N2CC(C)OC(C)C2)c1 (centres undefined)	-1.2%	1.1	i	0.5	0.1	66	7%	-2%	1.2%	i	11	-6%
CC(C)Cn1c(N)c(C(=O)COC(=O)CN2C(=O)C3CC=CCC3C2=O)c(=O)n(C)c1=O (centres undefined)	10%	1.1	i	0.6	0.0	52	-8%	17%	-1.2%	i	30	6%
COc1ccccc1N1CCN(C2CCCN(C(=O)CCc3ccccn3)C2)CC1 (centres undefined)	0.2%	·	i	0.9	1.1	52	8%	13%	0.3%	i	65	1%
COc1ccc(CN2CCN(C(=O)C3CCC(CNS(=O)(=O)c4ccccc4)CC3)CC2)c(OC)c1OC (centres undefined)	-0.1%	1.1	i	0.3	2.1	53	6%	18%	0.3%	i	39	1%
COc1ccc(S(=O)(=O)NCC(=O)NC2CC2)cc1OC	0.5%	·	?	·	-0.5	44	3%	4%	0.9%[50 µM]	i	72	0%
CC(C)(CNc1ccc([N+](=O)[O-])cc1Cl)CNS(C)(=O)=O	2.1%	0.8	i	0.3	0.6	85	11%	5%	0.2%	i	33	5%
O=C(COc1ccc(Cl)cc1Cl)Nc1ccc(C(=O)Nc2ccccc2C(=O)O)cc1	18%	·	i	0.9	6.7	56	12%	6%	75µM*	i	2	-4%
COc1ccc(Cc2nc(-c3cccnc3)no2)cc1OC	3.8%	1.1	i	0.3	1.7	54	0%	7%	0.0%	i	35	1%
O=C(c1cccc(F)c1)N1CCN(c2ccc([N+](=O)[O-])c(N3CCOCC3)c2)CC1	1.7%	0.9	i	0.6	-0.2	45	10%	0%	2.6%	i	43	2%
CN(Cc1ccc2c(c1)OCO2)C(=O)c1cc(-c2ccccc2)c(N2CCOCC2)s1	9.8%	·	i	0.4	6.3	65	8%	·	-0.4%[50 µM]	i	27	·
COc1ccc(CN2CCCC(C(=O)N3CCCC3)C2)c(OC)c1 (centres undefined)	0.4%	·	i	0.7	-0.3	84	24%	-1%	0.3%	i	28	6%
CC(C)Nc1nc(-c2ccccc2)nc(-n2ccnc2)n1	2.0%	1	i	0.9	4.5	82	8%	21%	1.3%	i	44	6%
O=C(NC1=NCCS1)c1cccc(S(=O)(=O)N2CCc3ccccc32)c1	20%	1	i	0.2	1.2	50	1%	21%	-0.2%	i	42	-5%
CC1CN(S(=O)(=O)c2cccc(C(=O)NCC3COc4ccccc4O3)c2)CC(C)O1 (centres undefined)	1.9%	·	i	1.0	-2.0	92	0%	·	0.3%[50 µM]	i	27	·
COc1ccc(CN2CC[C@H]3C=CC[C@@H](C(=O)NCCc4ccccc4)[C@H]3C2=O)cc1OC	-1.3%	·	i	0.1	-1.6	86	13%	14%	-0.6%	i	6	·
CCN(CC)CCn1c2ccc(Cl)cc2c2nc(C)sc21	-0.5%	1	i	0.4	-0.7	42	8%	1%	-1.0%	i	38	7%
Cc1ccc(-n2nccc2-c2nn(-c3cccc(C(F)(F)F)c3)c(=O)n(C)c2=O)cc1	-0.7%	1.1	i	0.1	3.0	45	8%	1%	4.5%	i	63	3%
CN(C1CCCCC1)S(=O)(=O)c1ccc(S(=O)(=O)N2CCN(CCC#N)CC2)cc1	0.5%	1.1	i	0.7	-1.5	47	0%	0%	-2.0%	i	65	-2%
CCOc1ccc(Nc2nc(N)c([N+](=O)[O-])c(N3CCN(C)CC3)n2)cc1	0.5%	·	i	0.6	-1.7	81	4%	8%	0.0%	i	11	-4%
